# esBAF inh: SWI/SNF esBAF complex inhibition | 2% of 350,000 active | reporter increase, % at 12.5 µM | mouse ES cells, Bmi1-luciferase knock-in reporter, 24 h; 100% = twice the neutral-well signal; in the data active means activation above about 40%;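 further: 0% = median of the plate's neutral control wells and 100% = double that signal; a rise in the Bmi1 reporter signal indicates esBAF inhibition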
# RAD54 branch: blocks human RAD54 Holliday junction branch migration | FAM/BHQ fluorescence | AID 602329 | Q92698 | inhibition, % at 10.4 µM | 0.14% of 360,000 active;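 active means mean normalized replicate activity at least 40 and at least half of replicates scoring 40 or more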;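 further: 0% = median of neutral control wells and 100% = median of positive control wells; inhibitors cause a drop in the FAM fluorescence signal; in these data hits start at about 50%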
# Target sequence (Q92698 whole entry, looked up): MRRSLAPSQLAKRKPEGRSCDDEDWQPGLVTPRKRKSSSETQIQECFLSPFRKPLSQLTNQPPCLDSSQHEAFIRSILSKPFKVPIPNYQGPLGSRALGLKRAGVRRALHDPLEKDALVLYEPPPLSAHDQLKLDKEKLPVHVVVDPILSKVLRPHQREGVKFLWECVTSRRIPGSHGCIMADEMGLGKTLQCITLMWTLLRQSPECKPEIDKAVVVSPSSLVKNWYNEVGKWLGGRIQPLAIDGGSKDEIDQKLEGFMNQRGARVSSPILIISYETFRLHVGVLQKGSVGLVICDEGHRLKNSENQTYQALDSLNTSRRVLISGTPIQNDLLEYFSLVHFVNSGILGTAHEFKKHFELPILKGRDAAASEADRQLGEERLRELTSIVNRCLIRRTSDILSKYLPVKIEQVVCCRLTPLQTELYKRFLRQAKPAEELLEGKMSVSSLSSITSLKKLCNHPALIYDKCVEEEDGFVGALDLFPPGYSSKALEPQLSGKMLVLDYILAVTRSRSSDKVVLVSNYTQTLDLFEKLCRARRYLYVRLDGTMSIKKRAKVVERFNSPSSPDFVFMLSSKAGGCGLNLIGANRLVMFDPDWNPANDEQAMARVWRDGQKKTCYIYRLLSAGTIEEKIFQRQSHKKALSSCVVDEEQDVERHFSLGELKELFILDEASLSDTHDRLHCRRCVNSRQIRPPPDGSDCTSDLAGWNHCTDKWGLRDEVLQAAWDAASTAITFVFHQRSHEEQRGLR
# Starred values were filed as active, the others as inactive. These rows are one share of the data; rates above refer to the full screens.
# The first 2 records, to show the layout:
SMILES,esBAF inh,RAD54 branch
CCc1cccc(C)c1NC(=O)c1cccc(N(C)C)c1,13,-9
CCN(CC)c1ccc(C2NCC(c3ccc([N+](=O)[O-])cc3)O2)cc1 (centres undefined),1,-3

# Main list, from the first entry:
SMILES,esBAF inh,RAD54 branch
CCc1cccc(C)c1NC(=O)c1cccc(N(C)C)c1,13,-9
CCN(CC)c1ccc(C2NCC(c3ccc([N+](=O)[O-])cc3)O2)cc1 (centres undefined),1,-3
CC(=O)c1c(C)[nH]c(C(=O)NCc2ccc(C)cc2)c1C,22,2
CCOC(=O)N1CCC(NC(=O)C(Cc2ccccc2)NC(=O)C2CCCCC2)CC1 (centres undefined),13,2
Cc1ccc(S(=O)(=O)C(CCC(=O)c2ccc(Cl)cc2)C(N)=O)cc1 (centres undefined),-6,-1
CCc1n[nH]c2c1/C(=N/O)CCC2,-9,-6
Cc1nnc(SCC(=O)Nc2ncc(Cl)cc2Cl)n1Cc1ccccc1,-10,-2
CCOc1ccc(-n2c(SCc3ccc(C#N)cc3)nnc2-c2cccnc2)cc1,3,6
CCCCNCC(=O)Nc1ccc(NC(=O)CNCCCC)cc1,-3,3
COc1ccc(-c2noc(-c3ccccc3C(=O)N3CCOCC3)n2)cc1,1,-4
O=c1c2ccccc2nc(-c2ccccc2)n1CCCn1ccnc1,1,6
Cn1nc(C(F)(F)F)c(C#N)c1N1CCN(c2ccccc2F)CC1,9,-3
CC(C)(C)NC(=O)CN(C(=O)CS(=O)CC(=O)Nc1ccc(F)cc1)c1ccccc1 (centres undefined),-6,4
CCC(C)COC(=O)C(C#N)c1nc2ccccc2nc1N1CCCCC1 (centres undefined),-4,2
Cc1cc(-n2c(C)cc(C(=O)COc3ccc(F)c(F)c3)c2C)no1,31,-7
COc1ccc2nc(NC(=O)c3ccc4ncsc4c3)sc2c1,67*,-1
CC(C)[C@H](N)c1nnc(SC/C=C/c2ccccc2)o1,7,-9
CCOc1ccccc1C(=O)n1nc2nc(C)cc(C)c2c1N,-6,0
Cc1ccc2cc(C#N)c(N3CCCC3)nc2c1C,-1,-5
Cc1ccc(-c2nc(C)sc2CC(=O)O)cc1,-3,-4
COc1ccc(N2CC(C(=O)NCc3cccnc3)CC2=O)cc1 (centres undefined),-5,-3
C#CCn1c(S(=O)(=O)Cc2ccc(C)cc2)nc(-c2ccccc2)c1-c1ccccc1,-13,3
O=C(COC(=O)CCS(=O)(=O)c1ccc(Cl)cc1)NC1CCCCC1,-7,13
Cc1ccc(S(=O)(=O)N(CC(=O)N2CCC(C)CC2)c2cccc(C)c2)cc1,-3,-2
CCc1ccc(S(=O)(=O)NCc2csc(-c3ccccc3)n2)s1,10,-11

# Further structures follow:
SMILES,esBAF inh,RAD54 branch
O=C(NC1CCCCCCC1)c1ccc2c(c1)N(Cc1ccc(F)cc1)C(=O)CS2=O (centres undefined),2,-6
CN(c1ccc(C(=O)Nc2ccccc2C(=O)N2CCOCC2)cc1)S(C)(=O)=O,3,4
Cc1ccccc1NC(=O)CSc1nnc(-c2ccco2)c(-c2ccco2)n1,3,-14
COc1ccc(-n2c(N)c(C(=O)NCc3cccnc3)sc2=S)cc1,-4,-15
COc1ccc(C2C(C#N)=C(N)Oc3c2c(C)nn3-c2ccccc2)cc1Cn1nc(C)c([N+](=O)[O-])c1C (centres undefined),-1,0
COc1ccc(-n2c(N3CCN(C)CC3)nc3sc4c(c3c2=O)CCCCC4)cc1,-3,-11
CCC(=O)NC(NC(=O)CC)C(Cl)Cl,-8,-3
COc1ccccc1N1CCN(C(=O)c2ccc(NC(C)=O)cc2)CC1,-6,3
CCCCN1CN=C(Nc2nc3ccccc3o2)NC1,36,-12
COc1cccc(CNc2ccc(F)c(Cl)c2)c1O,25,1
Cc1ccc(NC(=S)N/N=C2/CCCc3c(C)cc(C)cc32)cc1,8,-1
O=C(CCC(=O)OCC(=O)c1ccc(Cl)cc1Cl)Nc1cccc2cccnc12,-4,-6
C(=N\Nc1nc2ccccc2s1)/c1cccs1,32,-3
CCOC(=O)N1CCC(NC(=O)Cn2cccc2C(=O)c2ccccc2)CC1,-12,-3
CC1(C)Cc2ccccc2-c2nnc(SCC(=O)N3CCc4ccccc43)n21,-1,-5
O=C(O)CCN1C(=O)C2C3C=CC(C3)C2C1=O (centres undefined),4,-5
CC(C)Cn1c2c(c(O)c(C(=O)Nc3nccs3)c1=O)CCCC2,-6,-2
O=C(Cc1ccccc1)Nc1c(C(=O)N2CCCCCC2)cnn1-c1ccccc1,-1,2
CCOC(=O)c1c(C)n(C)c2cc(Br)c(C)cc12,4,-2
CCCc1cc(=O)n2[nH]c(-c3cc(OC)c(OC)c(OC)c3)nc2n1,-6,3
CCOC(=O)n1c(=O)n(Cc2c(Cl)cccc2Cl)c2ccccc21,-5,-4
COc1ccc(C(=O)Nc2cc3c(cc2OC)CCCC3)cc1Br,-7,12
CN1C(=O)C(O)(CC(=O)c2cccnc2)c2ccccc21 (centres undefined),-10,3
O=S(=O)(NCCOc1ccccc1Cl)c1ccc2oc3ccccc3c2c1,-4,0
COc1cc2[nH]c(=O)n(CCCC(=O)NCCc3ccccc3)c(=O)c2cc1OC,-1,5

# Further entries
SMILES,esBAF inh,RAD54 branch
COc1ccc2nc3c(cc2c1)c(NC(=O)C1CCCO1)nn3CC(C)C (centres undefined),14,-5
CCOc1cc(CNc2ccccc2)cc(Br)c1OCC(=O)NC(C)(C)C,2,4
COc1cc2c(cc1OC)CN(Cc1ccc(OC)c(C)c1OC)CC2,7,12
Cc1ccc(C(=O)Cn2nnc(-c3ccccc3-n3cnnn3)n2)cc1,11,-10
CN(C)c1ccc(/C=N/NC(=O)CN(c2ccccc2Cl)S(C)(=O)=O)cc1Br,-10,4
CC1=C(C(=O)OCC2CCCO2)C(c2ccccc2OC(C)C)C2=C(CC(c3ccco3)CC2=O)N1 (centres undefined),7,-5
Cc1cccc(-n2c(CNC(=O)COc3ccccc3)nnc2SCC(=O)Nc2nccs2)c1,-24,-3
O=C(O)c1cnc(-c2ccccc2)nc1Sc1ccccc1Cl,-4,17
Cc1cc2oc3c(c(=O)c2cc1C)C(c1cccc(Br)c1)N(Cc1ccco1)C3=O (centres undefined),0,-8
CCn1c2ccccc2c2cc(NC(=O)CSc3nnc(-c4ccc(OC)cc4)n3N)ccc21,0,-2
CC(C)C(=O)N1CCN(c2ccccc2NC(=O)c2ccc3c(c2)OCCO3)CC1,-1,13
C=CCn1c(COc2ccccc2C)nnc1SCC(=O)O,-2,12
CC[n+]1c(/C=C2\C=C(C)CC(C)(C)C2)sc2ccccc21,5,3
CCC1(C)CC(C(CC(=O)O)c2ccc(C)cc2)CCO1 (centres undefined),-3,-4
CCOC(=O)/C(C#N)=C/C1=C(N2CCCC2)CC(C)(CC)OC1 (centres undefined),1,-3
O=c1c(=O)n(O)c2ccccc2n1O,0,-9
CCCCn1c(N)c(N(CC(C)C)C(=O)CN(C)Cc2cccc(OC)c2)c(=O)[nH]c1=O,6,-6
COC(=O)c1ccc(OC)c(CSc2nnc(COc3ccc(Cl)cc3)o2)c1,-1,5
O=c1[nH]nc(Cc2ccccn2)c2ccccc12,-6,-1
Cc1ccc(CSC2=Nc3ccccc3C3=NC(CCC(=O)NCc4ccco4)C(=O)N23)cc1 (centres undefined),17,-2
CCCCCCC(=O)N(O)C1CC(=O)N(Cc2ccccc2)C1=O (centres undefined),-15,-5
O=C(O)C1C2C=CC(C2)C1C(=O)N1CCN(C/C=C/c2ccccc2)CC1 (centres undefined),-12,3
COc1ccc2c(c1)[nH]c1c(N3CCN(Cc4ccc5c(c4)OCO5)CC3)ncnc12,-23,31
CCOC(=O)CSc1nc(N)nc(C)c1Br,-5,-3
CCc1cc2cc3c(cc2nc1SCC(=O)N1CCN(C(=O)c2ccco2)CC1)OCO3,0,-4

# 5 compounds drawn at random from the list so far:
SMILES,esBAF inh,RAD54 branch
COc1cc2[nH]c(=O)n(CCCC(=O)NCCc3ccccc3)c(=O)c2cc1OC,-1,5
O=C(Cc1ccccc1)Nc1c(C(=O)N2CCCCCC2)cnn1-c1ccccc1,-1,2
COc1ccc(-n2c(N)c(C(=O)NCc3cccnc3)sc2=S)cc1,-4,-15
Cc1ccc(C(=O)Cn2nnc(-c3ccccc3-n3cnnn3)n2)cc1,11,-10
CC[n+]1c(/C=C2\C=C(C)CC(C)(C)C2)sc2ccccc21,5,3

# Grouped by structure: those above containing a nitro group on carbon (2)
SMILES,esBAF inh,RAD54 branch
CCN(CC)c1ccc(C2NCC(c3ccc([N+](=O)[O-])cc3)O2)cc1 (centres undefined),1,-3
COc1ccc(C2C(C#N)=C(N)Oc3c2c(C)nn3-c2ccccc2)cc1Cn1nc(C)c([N+](=O)[O-])c1C (centres undefined),-1,0

# New compounds follow
SMILES,esBAF inh,RAD54 branch
c1csc(-c2nn[nH]n2)c1,-3,-3
c1ccc(C(c2ccccc2)N2CCN(Cc3nnnn3C3CCCC3)CC2)cc1,4,-5
COC(=O)c1nnn(-c2nonc2N)c1CSc1ccc(Cl)cc1,-8,0
Cc1n[nH]c(C)c1Sc1ccccc1N=Cc1cc(Cl)cc([N+](=O)[O-])c1O,-4,-19
COC(=O)c1ccc(C(=O)OC)c(NC(=O)CSCc2ccccc2Br)c1,-5,1
COCCN1Cc2cccc(C(=O)Nc3ccccc3OC)c2C1=O,-3,2
O=S(=O)(c1cc(F)cc(F)c1)N1CCN(c2ncccn2)CC1,0,-6
O=C(CN1C2CCC1CC(NC(=O)Nc1ccccc1)C2)NCc1ccco1 (centres undefined),2,-2
CC(=O)c1cc2c(cc1NS(=O)(=O)c1ccc(C)cc1)OCO2,-1,-4
COc1ccc(C(=O)NC(=S)Nc2cccc(Cl)c2N2CCOCC2)cc1[N+](=O)[O-],0,11
COc1ccc(C(=O)NC2CCSC2=O)cc1 (centres undefined),3,-2
CCCCCCN1C2=NCCN2c2ccccc21,-11,11
CCOC(=O)c1sc(N)c(C(=O)OCC)c1COC(=O)C1CC(=O)N(Cc2ccco2)C1 (centres undefined),0,-13
CCCC1CCc2c(sc(N)c2C(N)=O)C1 (centres undefined),-1,-6
c1ccc(CC2CCN(C(c3cccs3)c3nnnn3C3CCCC3)CC2)cc1 (centres undefined),-2,7
CCCCc1c(C(=O)O)cc(OC)cc1C(=O)O,1,-13
CC(=O)Nc1ccc(OCC(=O)c2ccc(C)cc2C)cc1,6,-5
CCOC(=O)Cc1c(C)nc(-c2ccccc2)[nH]c1=O,-7,-7
c1nc(COc2nsnc2N2CCOCC2)cs1,-4,7
Cc1nc2ccccc2c(=O)n1NS(C)(=O)=O,-3,-5
O=C(COc1ccc(Cl)cc1)Nc1ncccn1,5,-7
CCOC(=O)/C(C#N)=C1/SC(C)C(=O)N1c1ccc(Br)cc1 (centres undefined),-6,-4
O=C(Nc1cccc2cccnc12)c1cccc(N2C(=O)CCC2=O)c1,9,6
C/C(=N\NC(=O)c1ccccn1)C12CC3CC(CC(C3)C1)C2,49*,5
O=C(CCCSc1nc2ccccc2s1)Nc1nccs1,-1,-4
CCOc1ccccc1NC(=O)CSc1nnc(-c2ccco2)n1Cc1ccco1,7,-1

# In the list so far, seven contain a thiophene ring, fused or not:
SMILES,esBAF inh,RAD54 branch
CCc1ccc(S(=O)(=O)NCc2csc(-c3ccccc3)n2)s1,10,-11
COc1ccc(-n2c(N3CCN(C)CC3)nc3sc4c(c3c2=O)CCCCC4)cc1,-3,-11
C(=N\Nc1nc2ccccc2s1)/c1cccs1,32,-3
c1csc(-c2nn[nH]n2)c1,-3,-3
CCOC(=O)c1sc(N)c(C(=O)OCC)c1COC(=O)C1CC(=O)N(Cc2ccco2)C1 (centres undefined),0,-13
CCCC1CCc2c(sc(N)c2C(N)=O)C1 (centres undefined),-1,-6
c1ccc(CC2CCN(C(c3cccs3)c3nnnn3C3CCCC3)CC2)cc1 (centres undefined),-2,7

# Screening data: PubChem, Broad Institute
